TbPYK inhibitor = inhibitors of Trypanosoma brucei pyruvate kinase; TbPYK enzyme, Kinase-Glo Plus ATP luminescence, 45 min; Potency, µM (highest dose often 76.8 µM), for inactives: at the top dose activity, negative = inhibition, hits mostly inhibitors; 410,000 tested, 0.12% active; AID 624173; active means well fitted inhibition curve with a large enough effect; further: nearly all actives have a fitted effect of over 50% in size
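In this concentration-response screen, enzyme-free wells defined baseline while DMSO plates tracked drift. Each reaction combined TbPYK, substrate, compound and 130 uM ADP for 45 min at room temperature. Kinase-Glo Plus luminescence gave the signal.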
* hit, by the source's call. On the % scale 0 is the no-effect control and ±100 the full control effect; potency means the concentration at half of the fitted maximal effect.

SMILES	TbPYK inhibitor
COc1ccc(C(=O)Nc2cc(S(=O)(=O)c3ccc(Cl)cc3)c(O)c(C)c2C)cc1	0%
CC(=O)Nc1cccc(-c2ccnc3c2CC(C(=O)Nc2ccc(Cl)cc2)O3)c1 (stereo unspecified)	-9%
COc1cccc(Nc2ncc3nc(CCc4ccccc4)c(=O)n(C[C@H]4CCCO4)c3n2)c1	-8%
O=C1c2[nH]nc(-c3ccccc3O)c2C(c2ccccc2F)N1Cc1cccnc1 (stereo unspecified)	-3%
CC(C)c1ccc(NC(=O)C(NS(=O)(=O)c2ccc3c(c2)CCC(=O)N3)c2ccccc2)cc1 (stereo unspecified)	-1%
Cc1ccc(O)c(NC(=O)c2cc(-c3ccccc3O)no2)c1	-23%
CCOc1ccc(-c2n[nH]c3c2C(c2ccccc2OC)N(c2ccc(Br)cc2)C3=O)cc1 (stereo unspecified)	-4%
COCCN(C(=O)CSc1nnc(-c2cccc(Cl)c2)n1N)c1c(N)n(CC(C)C)c(=O)[nH]c1=O	0%
COc1ccc(C)cc1NS(=O)(=O)c1c(C)nc2sc(C)cn2c1=O	2%
COC(=O)c1c(NC(=O)CCCOc2ccccc2C)sc2c1CCC2	0%
C[C@H](CO)N1C[C@H](C)[C@@H](CN(C)C(=O)Nc2ccccc2)Oc2ncc(-c3ccc(C#N)cc3)cc2C1=O	1%
CCOc1ccc(-n2c(SC(C)C(=O)OC)nc3c([nH]c4ccccc43)c2=O)cc1 (stereo unspecified)	-6%
CC(OC(=O)c1ccc2c(c1)OCO2)C(=O)NC1CCCCC1 (stereo unspecified)	0%
COc1ccccc1N1CCN(C(=O)CSc2nc3ccccc3nc2Cc2ccccc2)CC1	0%
COc1ccc(-c2cn3c(n2)sc2cc(C(=O)Nc4ccc(C)cc4C)ccc23)cc1	2%
CC(C)Nc1nc(Nc2ccc(Cl)cc2F)c2sccc2n1	4%
COC(=O)CC1(C(=O)OC)Nc2cc(Cl)c(Cl)cc2S(=O)(=O)N1O (stereo unspecified)	-4%
COCCNC(=O)C1(C)CCN(Cc2ccc3ccccc3c2Br)C1 (stereo unspecified)	-1%
CC(C)c1ccc(NC(=O)CN2C=NS(=O)(=O)c3ccccc32)cc1	-4%
OC[C@@H]1CN(Cc2ccc(F)cc2)C[C@H](n2cnc3c(N4CCOCC4)ncnc32)O1	-4%
O=C(c1ccc(F)cc1)n1nc(-c2ccccc2)nc1NCc1ccco1	-3%
Cc1ccc(-c2ccc(=O)n(CC(=O)NC(C)c3ccccc3)n2)cc1 (stereo unspecified)	-2%
COc1cc(OC)c(NC(=O)C2=C(C)C(=O)OC23CCCCC3)cc1Cl	-5%
C[C@H](CO)N1C[C@H](C)[C@H](CN(C)S(=O)(=O)c2cccs2)Oc2ncc(-c3cc4ccccc4o3)cc2C1=O	5%

7 entries out of the list, sorted by SMILES length, descending:
SMILES	TbPYK inhibitor
C[C@H](CO)N1C[C@H](C)[C@H](CN(C)S(=O)(=O)c2cccs2)Oc2ncc(-c3cc4ccccc4o3)cc2C1=O	5%
OC[C@@H]1CN(Cc2ccc(F)cc2)C[C@H](n2cnc3c(N4CCOCC4)ncnc32)O1	-4%
COc1ccc(-c2cn3c(n2)sc2cc(C(=O)Nc4ccc(C)cc4C)ccc23)cc1	2%
COc1ccccc1N1CCN(C(=O)CSc2nc3ccccc3nc2Cc2ccccc2)CC1	0%
COC(=O)CC1(C(=O)OC)Nc2cc(Cl)c(Cl)cc2S(=O)(=O)N1O (stereo unspecified)	-4%
Cc1ccc(-c2ccc(=O)n(CC(=O)NC(C)c3ccccc3)n2)cc1 (stereo unspecified)	-2%
CC(OC(=O)c1ccc2c(c1)OCO2)C(=O)NC1CCCCC1 (stereo unspecified)	0%

(further entries)
SMILES	TbPYK inhibitor
O=C(Nc1cccc2c1CCCC2)c1cc(C2CCCCN2C(=O)OCCF)on1 (stereo unspecified)	5%
O=C(c1ccc2c(c1)N(Cc1ccccc1F)C(=O)c1ccccc1S2=O)N1CCC(Cc2ccccc2)CC1 (stereo unspecified)	-1%
O=C(NCc1ccccc1Br)c1ccc2nc(N3CCCCC3)sc2c1	3%
Cc1ccc2c(c1)-c1cc(C)nn1C(c1cc(Br)ccc1O)N2 (stereo unspecified)	-1%
Cc1ccc(-c2nc(NC(=O)CSc3ncnc4sc5c(c34)CCC(C)C5)ns2)cc1 (stereo unspecified)	-6%
COc1ccc(CCNC(=O)c2ccc3c(c2)CCN3S(C)(=O)=O)cc1OC	-7%
Cc1ccc(S(=O)(=O)C(CNC(=O)C(=O)NCCc2ccccc2)c2ccco2)cc1 (stereo unspecified)	-1%
CCC(=O)N1CCc2cc(Br)cc(S(=O)(=O)CCC(=O)N3CCN(c4cccc(C(F)(F)F)c4)CC3)c21	-5%
CCOc1ccc(CCNC(=O)C2Cc3ccccc3N2C(=O)CC)cc1 (stereo unspecified)	1%
COc1ccc(N2CCN(C(=O)C(=O)c3cn(CC(=O)N4CCCC4)c4ccccc34)CC2)cc1	-15%
O=C(NCCc1csc(-c2ccc(C(F)(F)F)cc2)n1)c1ccccc1Cl	1%
CN1[C@@H](Cc2ccccc2)COc2cc(N3CCSCC3)ccc2S1(=O)=O	-3%
O=c1c(N2CCN(c3ccc(F)cc3)CC2)csc2ccc(F)cc12	1%
N#CCCN(Cc1ccccc1)C(C(=O)NC1CCCCC1)c1ccnc2ccccc12 (stereo unspecified)	-1%
CN1CCN(c2csc3ccc(F)cc3c2=O)CC1	0%
Cc1ccc(NC(=O)c2ccc3c(c2)NC(=O)c2ccccc2S3)cc1	-5%
CC1=C(C(=O)N(C(C)C)C(C)C)CC(CC(=O)NCCCCc2ccccc2)C(=O)N1Cc1ccccc1 (stereo unspecified)	-5%
O=S(=O)(c1ccccc1)N1CCC2(CCCN(Cc3ccccc3)C2)CC1	2%
CC(=O)N1CCc2cc(Br)cc(S(=O)(=O)CCC(=O)NCc3ccc(F)cc3)c21	-2%
CCOC1=C2[C@@H](CN(S(=O)(=O)c3ccccc3C)[C@H]2c2ccc(Cl)cc2)[C@H]2C(=O)N(c3ccccc3)C(=O)[C@H]2C1	7%
Cc1cc(NC(=O)NCc2ccc3c(c2)CCN3C(=O)c2ccccc2)ccc1Br	8%
CC1=C(C(=O)OCC2CCCCC2)C(c2ccccc2F)CC(=O)N1 (stereo unspecified)	7%
CCN(c1ccc(C)cc1C)S(=O)(=O)c1nnc(NC(=O)c2ccc(F)cc2)s1	5%
CCCCC1C(=O)NC(=O)N(C2CCCCC2)C1=O (stereo unspecified)	-8%
Cc1sc2ncn(CC(=O)N3CCN(c4ccc(F)cc4)CC3)c(=O)c2c1S(=O)(=O)N1CCCCC1	4%
Cc1ccc(F)cc1C(=O)N1CCCC(c2cc(C(=O)Nc3ccccc3)no2)C1 (stereo unspecified)	-4%
COc1cccc(N2CCN(C(=O)C3CCC(CNS(=O)(=O)c4ccc(Br)s4)CC3)CC2)c1 (stereo unspecified)	-6%
CCOC(=O)N1CCN(C(=O)CN(c2ccc(C)cc2C)S(=O)(=O)c2ccccc2)CC1	0%
COc1cc(NC(=O)c2ccc(C)c(Cl)c2)ccc1NC(=O)c1cc2ccccc2o1	3%
Cn1c(=O)c2c(nc(N3CCOCC3)n2Cc2ccccc2Cl)n(C)c1=O	0%
Cc1oc2ncn(C)c(=O)c2c1C(=O)NCc1ccc(Cl)cc1	-4%
OC[C@@H]1CN(Cc2ccc(Cl)cc2)C[C@H](n2cnc3c(N4CCCC4)ncnc32)O1	-1%
Cc1ccc(S(=O)(=O)N2CC3(O)CN(C(=O)OC(C)C)N(C(=O)OC(C)C)CC3(OC(=O)NCc3ccccc3F)C2)cc1 (stereo unspecified)	9%
Cc1ccc(OC2CCN(C(=O)[C@H]3O[C@@H](n4ccc(=O)[nH]c4=O)[C@H](O)[C@@H]3O)CC2)cc1	6%
CCCCNC(=O)C1(C)CCN1C(=O)c1cc(-c2cccs2)oc1C (stereo unspecified)	-11%
Cc1cccc(C)c1Nc1c(-c2cccs2)nc2ncccn12	-3%
COC(=O)CC1Oc2ccccc2-n2cc(-c3ccc(C)cc3)nc21 (stereo unspecified)	2%
COCCNC(=O)C1CCCN(C(=O)c2ccc(OC)c(F)c2)CC1 (stereo unspecified)	2%
COc1cccc(/C=C/C(=O)Nc2ccc3nc(N4CCN(C)CC4)cc(C)c3c2)c1OC	-3%
CCOc1ccc(NC(=O)CSc2nc3c(oc4ccccc43)c(=O)n2CCOC)cc1	0%
COc1ccc(C(C)(O)c2nc(-c3ccc4c(c3)OCO4)cs2)cc1 (stereo unspecified)	1%
Cc1ccc(-c2nc(C)c(CCNC(=O)C(=O)Nc3cc(C)ccc3C)s2)cc1	-1%
COc1ccccc1N1CCN(c2ncnc3c2cnn3C)CC1	-4%
CCOc1ccc(C2CC(=O)c3c([nH]c(C(=O)OCCOc4ccccc4)c3C)C2)cc1 (stereo unspecified)	6%
CCOC(=O)c1cccc(NC(=O)c2cnc3sc(N4CCOCC4)nn3c2=O)c1	5%
CCCC(=O)Nc1ccc2c(c1)nc(CN1CCN(C(=O)OCC)CC1)n2C(C)C	-1%
Clc1ccccc1-c1cc2nc(NCCCn3ccnc3)ccn2n1	-3%
COc1ccccc1Cn1c(SCC(=O)C(C)(C)C)nc2ccccc2c1=O	-1%

7 compounds drawn at random from the list so far, as already listed:
SMILES	TbPYK inhibitor
Clc1ccccc1-c1cc2nc(NCCCn3ccnc3)ccn2n1	-3%
COc1ccc(C(C)(O)c2nc(-c3ccc4c(c3)OCO4)cs2)cc1 (stereo unspecified)	1%
CCOc1ccc(C2CC(=O)c3c([nH]c(C(=O)OCCOc4ccccc4)c3C)C2)cc1 (stereo unspecified)	6%
COC(=O)CC1Oc2ccccc2-n2cc(-c3ccc(C)cc3)nc21 (stereo unspecified)	2%
COc1ccccc1N1CCN(c2ncnc3c2cnn3C)CC1	-4%
Cc1ccc(-c2nc(C)c(CCNC(=O)C(=O)Nc3cc(C)ccc3C)s2)cc1	-1%
CCOC(=O)c1cccc(NC(=O)c2cnc3sc(N4CCOCC4)nn3c2=O)c1	5%

(listing goes on)
SMILES	TbPYK inhibitor
C[C@H](CO)N1C[C@H](C)[C@@H](CN(C)C(=O)Cc2ccccc2)OCCCC[C@H](C)Oc2ccc(NC(=O)NC3CCCCC3)cc2C1=O	-2%
Cc1ccc(S(=O)(=O)c2cn(Cc3ccccc3)c3cc(N4CCCC4)c(F)cc3c2=O)cc1C	-3%
Cc1cc(NCc2ccc(Cl)cc2)n2cnnc2n1	1%
CC(C)NC(=O)CN1CCN(C(c2cc3ccccc3o2)c2nnnn2C(C)(C)C)CC1 (stereo unspecified)	0%
CCCCN(CCCC)C(=O)CN(C)S(=O)(=O)c1ccc2c(c1)c(=O)n(C)c(=O)n2C	0%
CC(=O)Nc1cc(-c2ccc(F)cc2)cn2c(-c3ccc(F)c(Cl)c3)cnc12	1%
CCS(=O)(=O)c1ncc(Cl)c(C(=O)N2CCN(c3cccc(Cl)c3)CC2)n1	-11%
CCC(=O)N1CCc2cc(S(=O)(=O)CCC(=O)Nc3ccc(OC(F)(F)F)cc3)ccc21	-8%
COc1ccc(C(=O)N2CCC[C@@]3(CCN(C(=O)Nc4cccc(F)c4)C3)C2)cc1	-2%
CCc1cccc(NC(=O)c2cnc(SC)nc2-c2ccccc2)c1	1%
Cc1ccc2occ(CC(=O)Nc3c(C)cccc3C)c2c1	4%
Cc1nc2cnc(N3CCNCC3)nc2n(C2CC2)c1=O	0%
Cc1c(-c2ccc(Br)cc2)c(=O)oc2ccc(OC(=O)N3CCOCC3)cc12	-10%
Cc1cc(C)cc(-n2c(SCC(=O)NCc3ccco3)nc3c([nH]c4ccccc43)c2=O)c1	-6%
COc1ccc(-c2c(C)nn3c4c(cnc23)C(=O)CC(c2ccccc2)C4)cc1 (stereo unspecified)	-15%
COc1ccc2c(c1)CC(C(=O)Nc1cc(Cl)ccc1C)CO2 (stereo unspecified)	8%
O=[N+]([O-])c1ccc(-c2cn(-c3ccc(Cl)cc3)cn2)cc1	-3%
COc1cccc(C(NC(C)=O)c2nc(-c3ccccc3OC)cs2)c1 (stereo unspecified)	4%
C=Cc1ccc(Cn2c(C(=O)O)c(CNCCc3ccco3)c3ccc(C)cc32)cc1	-3%
COc1cccc(N2C(=O)C(CC(=O)Nc3cccc(F)c3)N(C(C)C)C2=O)c1 (stereo unspecified)	4%
CCc1ccc(NCc2cc3ccc(OC)cc3n(CC(=O)Nc3cccc(Cl)c3C)c2=O)cc1	-15%
Cc1ccc(C)c(N2CCN(C(=O)Cn3cnc4sc(C)c(S(=O)(=O)N5CCN(c6ncccn6)CC5)c4c3=O)CC2)c1	4%
CCCc1nnc(NC(=O)CSc2nnc3c4ccccc4n(CC)c3n2)s1	-4%
c1ccc(NN(Cc2ccncc2)c2ccccc2)cc1	2%
COC(=O)c1cc(NC(=O)c2cc3c(-c4ccccc4F)nn(C)c3s2)cc(C(=O)OC)c1	6%
COc1cc(CNc2ncnc3c2ncn3[C@H]2CN(Cc3cc(OC)c(OC)c(OC)c3)C[C@@H](CO)O2)cc(OC)c1OC	3%
CCCCn1nnnc1C(c1ccccc1)N1CCN(c2ccc(OC)cc2)CC1 (stereo unspecified)	-6%
Cc1ccc(S(=O)(=O)c2nnn3c2nc(NC(C)c2ccccc2)c2sccc23)cc1 (stereo unspecified)	5%
O=C(NC1CCCC1)c1cnn(-c2ccc(F)cc2F)c1C1CCNCC1	-2%
COc1ccc(CNC(=O)OC2CC3CC2[C@H]2CCCCN2C3=O)cc1 (stereo partly specified)	-2%
CC(C)CCNC(=O)CSc1nc2ccccc2nc1Cc1ccccc1	-11%
CCN(CC)CCCNC(=O)c1ccc2c(c1)NC(=O)C(CS(=O)(=O)Cc1ccc(F)cc1Cl)N2 (stereo unspecified)	-22%

Screening results as filed in PubChem BioAssay.

A portion of the library; the hit share may differ from the screen's.
